ABCB6 inh MLPCN: blocks the human ABCB6 transporter; K562-ABCB6 porphyrin accumulation, flow cytometry, 1 h; stronger effect = lower value; fluorescence ratio to DMSO, % at 10 µM; hit rate 0.19% among 360,000;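 active = fluorescence ratio to DMSO below 75%, the collection mean minus 3 SD; inconclusive = too few cells collected in the well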;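 note: signal is porphyrin accumulated inside mitochondria; 100% equals median channel fluorescence of DMSO control wells; lower ratio means ABCB6 inhibition with less porphyrin fluorescence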
Granule exo inh: lytic granule exocytosis inhibition | inhibition, % at 10 µM | AID 651702 | TALL-104 LAMP-1 surface exposure, flow cytometry; cells stimulated with thapsigargin and PMA | hit rate 0.66% among 360,000;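 active = inhibition above about 55%, limit read from the data; inconclusive = no clear call, values can overlap the other calls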
TLR9-MyD88 block: blocks human TLR9 binding to MyD88. CHO BLA complementation TLR9-MyD88, CCF4 FRET ratio. Q9NR96+Q99836. inhibition, % at 4.98 µM. hit rate 0.21% among 340,000. AID 504734;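 active = inhibition above the mean over all tested compounds plus 3 SD, cut at about 21% in these data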;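 note: 0% = DMSO only wells and 100% = clavulanate BLA inhibitor control wells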
MC4R barr agon: agonists of human melanocortin 4 receptor (MC4R) beta-arrestin; activation, % at 8.9 µM; AID 540308; U2OS MC4R beta-arrestin complementation, luminescence; percent of melanotan II response, DMSO zero; hit rate 0.98% among 360,000; P32245;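 active = activation above a per-plate cutoff, the mean activation of sample wells on that plate plus 3 SD, cut at about 8% in these data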
Target sequence (P32245 whole entry, looked up): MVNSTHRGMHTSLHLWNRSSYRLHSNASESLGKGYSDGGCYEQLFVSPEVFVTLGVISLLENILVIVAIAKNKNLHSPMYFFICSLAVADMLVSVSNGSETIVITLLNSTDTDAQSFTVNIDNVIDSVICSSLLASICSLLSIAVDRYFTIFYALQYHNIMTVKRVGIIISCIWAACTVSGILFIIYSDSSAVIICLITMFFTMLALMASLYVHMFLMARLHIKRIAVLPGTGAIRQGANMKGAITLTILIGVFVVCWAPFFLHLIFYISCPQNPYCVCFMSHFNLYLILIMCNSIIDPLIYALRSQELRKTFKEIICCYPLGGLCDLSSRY
Vif imaging: HIV Vif inhibition. HEK293T cells, Vif self-association by quenched fluorescence, imaging, 24 h. inhibition, % at 7.49 µM. hit rate 0.35% among 340,000. AID 602346; in the data active = inhibition above about 50%, passing the limit was not always enough; inconclusive = no clear call, values can overlap the other calls; inactive = below about 31%; note: some results filed as inactive read as strong as hits
ABHD5-PLIN5 inh: blocks binding of human ABHD5 to perilipin-5; Q00G26+Q8WTS1; Split G. princeps luciferase complementation, luminescence, 4 h; inhibition, % at 4 µM; hit rate 0.78% among 360,000; AID 602281;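 active = inhibition above the mean inhibition across every tested compound plus 3 SD, cut at about 22% in these data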;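 note: 0% = DMSO only wells and the 100% control is not disclosed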
aDG glyco act: increases alpha dystroglycan glycosylation; hit rate 0.22% among 360,000; activation, % at 10 µM; Pro5-aDG cells, alpha-DG glycosylation AlphaScreen (IIH6); 0% Pro5, 100% B10-LARGE cell signal;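 active = activation of at least 8% versus controls, or a plate z-score of at least 8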;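 note: Pro5 are CHO cells carrying HIG-tagged alpha-DG that lacks glycosylation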
MC4R antag cAMP: blocks human MC4R cAMP signaling | P32245 | MC4R-expressing cells, MTII-stimulated cAMP, LANCE TR-FRET | inhibition, % at 6.5 µM | hit rate 0.48% among 360,000 | AID 540295;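 active = inhibition above its plate's cutoff, the mean of tested wells on that plate plus 3 SD, cut at about 29% in these data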;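 note: 0% = Melanotan II alone and 100% = Melanotan II plus saturating MCL0020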
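System: U2OS-MC4R stable cell line; Technique: Eu-cAMP/anti-cAMP TR-FRET, emission 671 nm; Repeats: single well per compound; Also added: Melanotan II; Dosing: one concentration, 6.5 µM nominal; Schedule: 30-min compound, 1-h challenge, 1-h detection, room temperature.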
N-glyco inh: N-linked glycosylation inhibition | D54 ERlucT glycosylation luciferase reporter, 24 h; percent of 100 nM tunicamycin response | reporter increase, % at 12.5 µM | hit rate 0.23% among 360,000 | AID 588692;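 active = mean luciferase reporter signal, scaled so untreated is 0 and the glycosylation-blocking control 100, at or above a set limit in every replicate; inconclusive = mean reaches the limit but not every replicate does; inactive = mean below the limit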;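 note: luciferase carries N-glycosylation sites so blocking glycosylation raises the light; 0% = median of neutral control wells and 100% = median of 100 nM tunicamycin wells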
NOD2-RIPK2 inh: blocks binding of human NOD2 to RIPK2 | CHO BLA complementation NOD2-RIPK2, CCF4 ratio | O43353 | hit rate 0.38% among 360,000 | inhibition, % at 4.98 µM | AID 624267; in the data active = inhibition above about 21%;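 note: 0% = vehicle only and 100% = reference blocker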
Target sequence (O43353 whole entry, looked up): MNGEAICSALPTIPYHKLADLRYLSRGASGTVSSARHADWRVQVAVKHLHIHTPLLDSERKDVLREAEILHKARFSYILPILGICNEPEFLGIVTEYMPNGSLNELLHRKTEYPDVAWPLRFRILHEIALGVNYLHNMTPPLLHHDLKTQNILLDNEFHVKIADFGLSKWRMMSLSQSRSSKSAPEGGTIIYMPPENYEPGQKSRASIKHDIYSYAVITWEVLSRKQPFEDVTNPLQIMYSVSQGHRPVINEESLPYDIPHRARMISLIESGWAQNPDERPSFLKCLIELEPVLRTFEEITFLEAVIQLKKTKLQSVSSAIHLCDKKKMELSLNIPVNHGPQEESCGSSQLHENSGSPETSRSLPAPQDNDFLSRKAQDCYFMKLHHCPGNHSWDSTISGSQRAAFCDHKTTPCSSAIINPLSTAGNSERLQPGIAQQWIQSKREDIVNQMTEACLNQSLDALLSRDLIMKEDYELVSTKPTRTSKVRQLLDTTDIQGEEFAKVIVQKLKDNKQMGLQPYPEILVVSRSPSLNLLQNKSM
Active calls of the source: *; ? = inconclusive; · = no result given; & = joins results of further samples. Not all compounds are listed. The share of hits here may be higher or lower than overall.

Every second line gives: Vif imaging, Granule exo inh, ABCB6 inh MLPCN, N-glyco inh, aDG glyco act, NOD2-RIPK2 inh, MC4R antag cAMP, ABHD5-PLIN5 inh, TLR9-MyD88 block, MC4R barr agon
> Cn1nnnc1SCC(=O)c1c(N)n(C)c(=O)n(C)c1=O
→ 7, -2, 90, -1, -0.2, -10, 10, 1, -5, -2.2
> COc1ccc(-c2cc3ncc(C(C)=O)c(C)n3n2)cc1
→ 0, 0, 101, 0, 0.0, -1, 0, 1, -2, -0.9
> O=C(O)c1ccccc1Nc1cccc(C(F)(F)F)c1
→ 0&-3, -3, 106, 3, 0.1, 2, -1, -3, -10, -0.8
> O=C(Nc1ccc(NC(=O)c2ccccc2)nc1)c1ccncc1
→ -8, -1, 98, 3, 0.3, -5, 6, 2, -5, -3.9
> NC(=S)NNc1c(F)c(F)c(F)c(F)c1F
→ -10, 2, 94, 1, -0.3, -6, -3, -8, 4, 1.1
> CCOC(=O)Cn1nnc(-c2cccc(OC)c2)n1
→ -4, -3, 105, 0, 0.1, -3, 18, 11, -2, 0.7
> CC(C)NC(=O)c1cc2c(C(F)(F)F)nn(C)c2s1
→ 0, 0, 99, 0, -0.4, -7, 14, -1, -6, 0.2
> C/C(=N\NC(=S)NCc1ccccc1)c1ccc(Cl)cc1
→ -4, -4, 91, 1, 0.6, -7, 3, 3, -3, 2.3
> COc1ccc(C2=CC(=O)C[C@H](c3ccc(F)cc3)C2)c(F)c1F
→ -20, -6, 97, -4, 0.1, -6, -1, -7, 0, -0.1
> O=C(O)c1cccc(NS(=O)(=O)c2ccc(Cl)c(C(=O)Nc3cccc([N+](=O)[O-])c3)c2)c1
→ -6, 4, 97, 0, 0.0, 4, -2, -9, 3, -2.3
> CCn1ncc(C(=O)Nc2ccc(S(=O)(=O)N3CCCC3)cc2)c1C
→ 6, -5, 102, 1, -0.3, 1, 12, -3, -7, -2.1
> CCOC(=O)C1CCN(C(=O)CNC(=O)c2nn(-c3ccc(OC)cc3)c(=O)c3ccccc23)CC1
→ -8, -20, 97, 1, 0.0, -10, 9, 11, -6, 1.1
> CCOC(=O)N1CCC(NC(=O)CN2C(=O)CCSc3ccccc32)CC1
→ -7, -3, 96, -1, 0.1, -1, -2, 1, -3, -1.2
> CCOc1cc(C(=O)Nc2nnc(C)s2)cc(OCC)c1OCC
→ -4, -3, 95, 0, 0.0, -1, 0, 4, 2, -1.9
> CC(C)CN(CC(C)C)c1nc(N)c(C#N)c(CC#N)c1C#N
→ ?, 10, 96, -1, 0.0, 6, -28, -2, -3, 2.7
> Cc1cccc2nc(CNc3ccc(F)cc3)cn12
→ -5, -1, 98, 2, 0.2, 7, 0, 0, 0, -2.1
> O=C(NCc1ccc(F)cc1)c1noc2c1CCCC2
→ 0, 5, 105, 3, 0.2, 3, 18, -3, -7, -0.8
> Cc1[nH]c2ccccc2c1C(=O)CSc1nnc(C2CC2)o1
→ -5, 6, 97, 0, -0.1, 4, 2, 7, 10, -1.4
> CCN(CC)C(=O)CSc1nnc(-c2ccco2)n1Cc1ccco1
→ 1, -2, 102, 0, 0.1, -10, 4, 1, -1, -0.9
> O=C1C=CN(C2OC(CO)C(O)C2O)C(=O)C1 (stereo not given)
→ 0, 7, 105, -1, -0.2, -7, 11, -10, 0, 0.6
> CCOc1ccc(-c2nc(C#N)c(N3CCN(Cc4ccccc4)CC3)o2)cc1
→ ·, 2, 86, 0, -0.3, -6, -1, 6, 10, -0.4
> CNC(=O)CSc1nnc(-c2ccco2)n1-c1ccccc1OC
→ ·, -1, 101, 2, -0.1, -4, 2, 0, 14, 1.4
> COc1ccc(OC)c(C(=O)Cn2cnc3ccccc3c2=O)c1
→ 15, -6, 98, 1, 0.3, -7, 3, 1, -2, -1.9
> CCCC1=C(C(=O)OCC)C(c2ccncc2)n2ncnc2N1 (stereo not given)
→ 2, 1, 107, -1, 0.1, -10, 12, 5, 1, -1.3
> OCC1(CO)COC(c2ccccc2)=N1
→ 0, 1, 102, 0, 0.2, -6, 5, 2, -6, 1.5
> Cc1[nH]c(C)c(S(=O)(=O)NCc2ccc(Cl)cc2)c1C(=O)N1CCCC1
→ 3, -13, 103, 1, 1.7, 6, 11, 0, -2, 0.2
> O=C(CCS(=O)(=O)c1cccc2nonc12)N1CCCc2ccccc21
→ -3, 1, 97, 3, 0.0, -1, -2, 0, -4, -1.7
> C/C(CC(=O)Nc1cccc(C(F)(F)F)c1)=N\NC(=O)C(=O)NCC(C)C
→ -7, -1, 103, -1, -0.5, -4, 16, -4, 5, -1.9
> CC(C)c1cc(C(=O)OCC(=O)NC2CC2)c(O)c(C(C)C)c1
→ -8, -5, 96, 2, -0.2, -5, 2, -1, -4, 1.8
> CCOC(=O)c1c(C)nc2sccn12
→ -7, 6, 101, 0, 0.2, -3, -4, -3, 6, -0.5
> Cc1ccc(C)c(OCCC(=O)NCCc2ccc(Cl)cc2)c1
→ 6, -1, 101, 0, 0.1, -5, 1, 2, -7, 3.0
> O=C(CNC(=O)c1ccc(Br)cc1)NCCc1nc2ccccc2[nH]1
→ -2, 2, 102, 1, -0.1, 1, 0, 0, -15, -1.9
> COc1ccc(-c2csc3nc(C)nc(N4CCCCC4)c23)cc1OC
→ -10, 15, 97, 1, 0.2, -2, 5, -2, -7, 9.6*
> CC1(C)Cc2ccccc2C(COc2ccccc2)=N1
→ 4, -7, 100, -2, 0.0, -3, -5, 3, 0, -2.5
> COc1ccc(/C=N/N2CCN(C)CC2)cc1O
→ ·, 0, 90, 2, -0.3, -5, 0, 0, 13, 0.4
> Cc1cccc(C)c1OCc1cn(CC(=O)c2ccc(O)cc2)nn1
→ -6, 9, 99, 2, -0.1, 6, 3, 45*, -1, -1.8
> CCN(C(=O)Cn1cc(C(C)=O)c2ccccc21)c1ccccc1
→ 26, -1, 105, 1, 0.7, 11, 4, -4, -9, -0.3
> CC(=O)Nc1sc2c(c1C#N)CCC(C)C2 (stereo not given)
→ -6, 2, 96, 0, -0.3, 3, 1, -5, -3, -0.2
> COc1cc(C(=O)N2CCN(C/C=C/c3ccccc3)CC2)cc(OC)c1C
→ 12, 1, 99, 2, 0.3, -8, 10, -1, -4, 0.9
> Cc1cc(NC(=O)C(C)SCC(=O)Nc2cc(C(F)(F)F)ccc2N2CCOCC2)no1 (stereo not given)
→ 13, 1, 92, 0, -0.1, -9, 10, 0, -4, -0.8
> N/C(=N\C(=S)Nc1ccccc1)c1ccccc1
→ -2, -3, 102, -5, 0.0, -4, 9, -11, -6, 0.4
> CC(NC(=O)c1cccc(S(=O)(=O)N2CCN(C)CC2)c1)c1ccc(Cl)cc1Cl (stereo not given)
→ 15, -3, 96, -3, 0.6, 3, 3, 14, 4, -2.3
> OCCNc1nc2ccccc2[nH]1
→ 1, 2, 98, 2, 0.1, 10, 19, -3, 4, -1.7
> COc1ccc(CNC(=O)[C@@H](NC(=O)C2CCN(S(=O)(=O)c3ccc(C)cc3)CC2)C(C)C)cc1OC
→ 3, -3, 91, 1, 0.0, -12, 1, 6, -1, -1.1
> CC(C)CNC(=O)C1(C)CCCN1C(=O)Cc1cccc2ccccc12 (stereo not given)
→ -4, -3, 94, 2, -0.1, -9, 0, 1, ·, 1.5
> C[C@@H](C(=O)Nc1ccc(OC(F)F)c(Cl)c1)N1C(=O)C2CC=CCC2C1=O (stereo not given in full)
→ 8, -2, 95, 1, -0.1, 2, 8, 0, 0, -1.4
> CC(=O)Nc1ccc(S(=O)(=O)N(C)CC(=O)OCC(=O)N2CC(C)OC(C)C2)cc1 (stereo not given)
→ -6, 1, 101, 0, 0.0, -16, 1, 2, 10, 0.0
> CSc1ccc(Cl)c(C(=O)OCC(=O)N(C)CCC#N)c1
→ -5, 5, 99, 0, 0.2, -21, -4, 4, 0, -2.8
> Cc1cccc(NC(=O)CN(C)C(=O)c2ccc3ccccc3n2)c1C
→ -3, -4, 97, -1, -0.2, -11, 10, 18, -1, -1.1
> CCOc1ccc(CC(=O)NNC(=S)NC)cc1Br
→ -1, -5, 96, -2, 0.0, -4, 8, 0, ·, -1.7
> CC(O)C(NC(=O)OCc1ccccc1)C(=O)NCC(=O)NCC(=O)OCc1ccccc1 (stereo not given)
→ 5, -3, 96, 1, -0.1, -5, ·, -1, ·, ·
> O=C(CCCN1C(=O)/C(=C/c2ccccc2)SC1=S)Nc1ccc(O)cc1
→ 6, -1, 105, 0, 0.1, 1, 12, -8, -12, -0.3
> Cc1ccc(C(C(=O)NC(C)(C)C)N(CC2CCCO2)C(=O)Cn2nnc(-c3ccc(C)o3)n2)cc1 (stereo not given)
→ 0, 10, 101, -4, 0.0, -8, -4, -4, 12, -0.3
> C=CCN1C(=O)CSC1=Nc1ccc(C(=O)O)cc1
→ -6, -14, 94, -1, -0.1, -6, 2, 4, 2, -2.9
> CC1(C)CC2CC(C)(CN2C(=O)C23CCC(C)(C(=O)O2)C3(C)C)C1 (stereo not given)
→ 0, -12, 101, 0, -0.1, 5, -1, -2, 4, -1.4
> CCCCOc1ccc(C(=O)NCC(=O)NCC(c2ccco2)N2CCCCC2)cc1 (stereo not given)
→ -9, -4, 100, -2, 0.0, 0, 6, -4, 0, -0.4
> COc1ccc(N(C(C)C(=O)N/N=C/c2ccc(OC)c(OC)c2)S(C)(=O)=O)cc1 (stereo not given)
→ 2, -3, 101, -4, 0.4, 3, -4, -9, 2, -0.4
> CN(CC(=O)Nc1ccccc1Br)C(=O)c1ccc(COc2ccccc2)cc1
→ -4, -1, 95, 0, 0.5, -14, 19, 0, 2, -0.8
> CCOc1ccc(C2/C(=C(\O)c3ccc4c(c3)OCCO4)C(=O)C(=O)N2CCN2CCOCC2)cc1OCC (stereo not given)
→ 7, -6, 106, -1, -0.2, -4, 14, -1, -5, 0.0

Source: PubChem BioAssay (several laboratories)
